Glioma ERSR ind = inducers of ER stress response in human glioma cells; U87-MG GRP78 promoter luciferase reporter, 16 h; Potency, µM, for inactives: at the highest dose activation, hits mostly activators; actives 0.02% (n = 420,000); AID 602332; further: potency means the concentration at half of the fitted maximal effect; series mostly up to about 76 µM; % of control where 0% means no effect; nearly all actives have a fitted effect of over 35% in size
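Stably transfected U87-MG glioma cells carrying a GRP78-based luciferase sensor; 16 h compound incubation. Luminescence end-point read 10 min after Bright-Glo addition at room temperature.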
BLM inh = Bloom syndrome helicase (human) inhibition | actives 0.2% (n = 350,000) | Potency, µM (highest dose often 56.1 µM), for the others: at the top dose activity change, negative = inhibition, most hits filed as inhibitors | recombinant BLM DNA unwinding, fluorescence dequenching | P54132;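 further: potency means the concentration at half of the fitted maximal effect; plate controls were vehicle for no effect and no enzyme for full effect; nearly all actives have a fitted effect of over 35% in size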
Target sequence (P54132 whole entry, looked up): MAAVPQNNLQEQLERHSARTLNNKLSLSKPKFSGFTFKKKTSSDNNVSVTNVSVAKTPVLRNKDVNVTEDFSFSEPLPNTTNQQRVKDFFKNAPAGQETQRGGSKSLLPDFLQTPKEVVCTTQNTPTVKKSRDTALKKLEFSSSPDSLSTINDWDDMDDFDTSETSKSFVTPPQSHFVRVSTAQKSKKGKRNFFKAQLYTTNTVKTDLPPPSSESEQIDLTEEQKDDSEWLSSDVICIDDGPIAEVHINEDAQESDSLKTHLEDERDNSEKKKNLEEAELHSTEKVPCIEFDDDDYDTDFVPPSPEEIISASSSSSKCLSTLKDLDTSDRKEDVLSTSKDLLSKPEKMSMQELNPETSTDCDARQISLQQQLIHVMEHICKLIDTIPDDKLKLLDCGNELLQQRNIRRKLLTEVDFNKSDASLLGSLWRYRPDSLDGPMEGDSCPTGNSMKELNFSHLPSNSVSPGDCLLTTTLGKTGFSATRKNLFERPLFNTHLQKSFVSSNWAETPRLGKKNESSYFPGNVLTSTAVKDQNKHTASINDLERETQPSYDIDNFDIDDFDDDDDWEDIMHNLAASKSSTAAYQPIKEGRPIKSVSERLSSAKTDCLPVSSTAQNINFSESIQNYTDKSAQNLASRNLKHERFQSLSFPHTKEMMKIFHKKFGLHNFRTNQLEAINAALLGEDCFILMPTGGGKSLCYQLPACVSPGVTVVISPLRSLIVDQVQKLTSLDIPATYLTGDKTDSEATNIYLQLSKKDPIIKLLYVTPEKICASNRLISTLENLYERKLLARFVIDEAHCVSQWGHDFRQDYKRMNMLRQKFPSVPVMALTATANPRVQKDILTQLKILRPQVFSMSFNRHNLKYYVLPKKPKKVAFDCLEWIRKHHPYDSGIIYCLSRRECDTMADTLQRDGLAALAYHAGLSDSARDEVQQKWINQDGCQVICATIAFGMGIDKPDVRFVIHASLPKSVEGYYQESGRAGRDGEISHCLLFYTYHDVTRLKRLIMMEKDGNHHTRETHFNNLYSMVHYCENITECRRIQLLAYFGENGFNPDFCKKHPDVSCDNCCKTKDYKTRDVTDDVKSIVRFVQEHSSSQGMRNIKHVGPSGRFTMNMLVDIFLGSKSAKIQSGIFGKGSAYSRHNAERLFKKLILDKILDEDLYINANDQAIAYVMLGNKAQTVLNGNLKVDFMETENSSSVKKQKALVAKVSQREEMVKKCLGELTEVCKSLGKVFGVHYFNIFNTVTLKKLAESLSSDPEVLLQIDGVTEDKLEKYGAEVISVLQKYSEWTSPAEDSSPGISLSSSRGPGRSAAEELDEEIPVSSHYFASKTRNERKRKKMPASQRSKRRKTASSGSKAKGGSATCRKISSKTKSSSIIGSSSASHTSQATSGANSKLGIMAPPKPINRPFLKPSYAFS
POLB inh = blocks human DNA polymerase beta activity; P06746; Pol beta primer extension/strand displacement, fluorescence kinetic; Potency, µM (top dose mostly 114 µM), for the others: at the highest dose activity change, negative = inhibition, most hits filed as inhibitors; actives 1.3% (n = 340,000); AID 485314; further: potency means the concentration at half of the fitted maximal effect; on the % scale 0 is the no-effect control and ±100 the full control effect
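Values derive from four-parameter Hill fits of normalized kinetic data: reads at 0 and 10 min following addition of 50 nM substrate to 10 nM Pol beta preincubated 15 min with compound.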
LDHA block = inhibitors of human lactate dehydrogenase A. P00338. purified LDHA, NADH/diaphorase-resazurin fluorescence; stronger effect = lower value. activity change, % (values are at about 110 or 230 µM). actives 0.15% (n = 480,000). AID 1347041; in the data active means activity change below about -30%; inconclusive means mostly about -25% to -30%;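 further: plate controls were DMSO wells for no effect and wells without enzyme for full effect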
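Resorufin fluorescence (ex540/em590), read at 0 and 20 min after diaphorase/resazurin addition, reports the NADH left after a 5 min room-temperature reaction of 2 nM human LDH5 with 0.06 mM NADH and 0.2 mM pyruvate.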
APE1 inh = inhibitors of human APE1 endonuclease; P27695; recombinant APE1, TAMRA/BHQ-2 abasic DNA cleavage fluorescence; Potency, µM (titrated, usually from 65.8 µM), for inactives: at the top dose activity change, negative = inhibition, most hits filed as inhibitors; actives 0.35% (n = 350,000);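 further: potency means the concentration at half of the fitted maximal effect; plate controls were vehicle for no effect and reference inhibitor for full effect; nearly all actives have a fitted effect of over 55% in size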
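0.75 nM APE1 + cpd, 15 min RT; start w/ 50 nM TAMRA/BHQ-2 THF-abasic dsDNA; kinetic fluor 525/598 nm ×3 reads @60 s; Δ(read3−read1); normalized to DMSO and NSC13755 control wells.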
Pol eta inh = inhibitors of human DNA polymerase eta. actives 1.2% (n = 390,000). recombinant Pol eta, fluorescent DNA replication assay. Potency, µM (titrated, usually from 114 µM), for the others: top-dose activity change, negative = inhibition, actives largely listed as inhibitors; further: potency means the concentration at half of the fitted maximal effect; on the % scale 0 is the no-effect control and ±100 the full control effect
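Pol eta at 10 nM preincubated with compounds 15 min at room temperature; reaction started with fluorescent substrate (50 nM final) and read kinetically at 0 and 10 min.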
POLK inh = blocks human DNA polymerase kappa activity. Q9UBT6. purified Pol kappa, fluorescent DNA synthesis assay, 10 min. Potency, µM (series often up to 107 µM), for inactives: top-dose activity, negative = inhibition, actives largely listed as inhibitors. actives 0.53% (n = 400,000); further: potency means the concentration at half of the fitted maximal effect; on the % scale 0 is the no-effect control and ±100 the full control effect
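Kinetic fluorescence screen: compound preincubated 15 min RT with 10 nM enzyme; 50 nM substrate (final) initiates; reads at 0/10 min.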
Apoferritin bind = binds horse apoferritin like a general anesthetic | P02791 | Potency, µM (doses to about 77.5 µM), for the others: at the highest dose activity change, negative = displacement, usual class: inhibitors | apoferritin/1-aminoanthracene competitive binding, fluorescence | AID 485281 | actives 0.074% (n = 350,000); further: potency means the concentration at half of the fitted maximal effect; on the % scale 0 is the no-effect control and ±100 the full control effect; nearly all actives have a fitted effect of over 20% in size
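Probe: 1-aminoanthracene (50% saturated, PBS). Protein: horse-spleen apoferritin, 10 uM. Incubation: 10 min, room temperature. Detection: 380 nm excitation, 535 nm emission. Analysis: normalized response, four-parameter Hill.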
Pol iota inh = blocks human DNA polymerase iota activity; Q9UNA4; Pol iota fluorescent replication assay, 10 min; Potency, µM (highest dose often 115 µM), without a hit: at the top dose activity, negative = inhibition, most hits filed as inhibitors; actives 1% (n = 390,000); AID 588590; further: potency means the concentration at half of the fitted maximal effect
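Pol iota at 10 nM preincubated 15 min with compounds at room temperature; reaction started with fluorescent substrate, 50 nM final. Fluorescence read kinetically at 0 and 10 min; buffer-only wells as negative control.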
The depositor's hits bear a star; ? = inconclusive; . = not tested or not shown; & = joins results of further samples; [ ] = another dose, or the depositor's remark. Unless noted, the call rests on the fitted dose curve; in most records, active means well fitted curve in the direction sought with a large enough effect; inconclusive means small, poorly fitted or top-dose-only effect, or another doubt; inactive means no such curve, though single readings can be large; an effect the other way counts as inactive or inconclusive.

The line under a structure holds: Glioma ERSR ind	BLM inh	POLB inh	LDHA block	APE1 inh	Pol eta inh	POLK inh	Apoferritin bind	Pol iota inh
- Cc1cccc(-c2noc(CCC(=O)NCCc3ccccc3)n2)c1
→ -3%	-5%	1%	-10	17%	-12%	-18%	2%	10%
- COc1cccc(C(=O)C2CCCN(Cc3cn(C)nc3-c3ccccc3)C2)c1 (stereo unspecified)
→ -4%	-1%	4%	-7	-4%	-20%	-3%	-6%	45%[activator]
- CC(C)(C)c1ccc(-n2ncc3c2CCCC3NC(=O)CCCn2cncn2)cc1 (stereo unspecified)
→ 3%	-1%	-1%	1	12%	-8%	4%	-23%	37%[activator]
- CCN(CC)S(=O)(=O)c1cccc(NC(=O)c2ccc(SC)cc2OC)c1
→ -1%	-5%	-27%	-3	-4%	-8%	-1%	10%	58%[activator]
- COc1ccc(N(C(=O)c2ccccc2OC(C)=O)C(C)C2CC2)cc1 (stereo unspecified)
→ -4%	-6%	45%	-4	12%	?	-9%	-8%	19%
- Cc1ccc(OCc2cc(C(=O)NC(C)Cc3cnccn3)no2)cc1C (stereo unspecified)
→ 1%	-5%	6%	-6	47%[activator]	-6%	-4%	?	25%
- CCCc1nc(SCc2ccc(OCC)cc2)n[nH]1
→ 1%	-5%	33%	-3	8%	-14%	6%	-5%	25%
- COC(=O)c1ccc(NC(=O)CCS(=O)(=O)c2ccc(Br)s2)cc1
→ -3%&-4%	-4%&-3%	-1%&-1%	-7&-8	-4%	1%&-9%	-25%&-8%	-1%&-8%	-4%&6%
- COc1ccc(-n2ccc(=O)c3c2CCCC3=O)cc1
→ -2%	-2%	3%	0	10%	-13%	-14%	-8%	3%
- CCOc1ccc(C(=O)N[C@H](C(=O)Nc2ccc(OC)c(S(=O)(=O)N3CCOCC3)c2)C(C)C)cc1
→ -6%	-15%	-20%	5	-2%	-12%	9%	3%	2%
- COC(=O)CSc1nc2ccc(NC(C)=O)cc2s1
→ 12%	-1%	23%	1	-3%	-7%	2%	-15%	10%
- COc1ccccc1OCCNC(=O)C(=O)c1c[nH]c2ccccc12
→ -2%	-6%	29%	-15	-1%	-12%	-3%	2%	17%
- CCC(=O)Nc1ccc(N2CCN(C(=O)c3ccccc3C)CC2)cc1
→ -4%	-4%	12%	5	1%	-10%	-8%	1%	8%
- COc1ccc(/C=C/C(=O)O)cc1S(=O)(=O)N1CCCc2ccccc21
→ -3%	-1%	?	-7	-11%	45µM*	-40%	-8%	0%
- CC(=O)N1CCN(C(=O)c2cc(C)nc3ccccc23)CC1
→ -6%	-10%	8%	3	-3%	-3%	19%	-4%	23%
- COc1ccc(OCC(=O)NNC(=O)Cc2coc3cc(OC)ccc23)cc1
→ 1%	-14%	-2%	-2	2%	19%	-20%	-5%	19%
- COc1ccc(-n2c(=O)c3sc4ccccc4c3n(Cc3ccccc3C)c2=O)cc1OC
→ 1%	-10%	18%	-6	.	-16%	5%	1%	43%[activator]
- COc1cc(N2CCCC2)ccc1C=O
→ -1%	-5%	28%	3	-4%	-13%	-18%	-15%	148%[activator]
- CC(CCc1ccccc1)NC(=O)c1ccc2nc(N3CCOCC3)sc2c1 (stereo unspecified)
→ 1%	-7%	16%	-7&-4	-2%	-20%	-7%	-4%	133%[activator]
- COc1ccc(/C=C/c2nnc(NC(=O)CSc3ccc(C)cc3)s2)cc1
→ -1%&3%	-8%	?	-2&-5	2%	-10%	-12%&0%	1%	-2%&-18%
- CC(=O)Nc1ccc(S(=O)(=O)N(C)CC(=O)OCC(=O)c2ccc[nH]2)cc1
→ 4%	.	.	-2	-9%	-4%	-6%	.	7%
- CC1(C)CC(=O)N(c2cc(Cl)cc(Cl)c2)C(=O)C1
→ -2%	-1%	-15%	-4	36%	-3%	-3%	?	21%
- COc1cc(/C=C/C(=O)c2ccc([N+](=O)[O-])o2)ccc1O
→ -10%	.	.	19	-6%	?	6%	.	?
- COc1ccc(/C=N/S(=O)(=O)c2ccccc2)cc1OC
→ -1%	3%	-3%	-8	0%	-12%	-12%	-14%	109%[activator]
- CN(C)C(=O)c1noc2cc([N+](=O)[O-])ccc12
→ -3%	2%	2%	-1	-2%	7%	-5%	8%	31%[activator]
- Cc1cccc(NC(=O)c2ccc(S(=O)(=O)N(C)C)cc2)c1
→ 2%	-1%	6%	-9	-6%	-2%	-15%	6%	-17%
- CC1CCCCC1NC(=O)COC(=O)c1ccc2c(c1)OCCO2 (stereo unspecified)
→ 6%	.	.	-9	-17%	2%	4%	.	0%
- CCOC(=O)C1CCCN(C(=O)Cn2ncc3c([nH]c4ccccc43)c2=O)C1 (stereo unspecified)
→ 5%&-5%	-2%&2%	49%&1%[activator]	0&4	12%	-11%&-15%	-1%&-3%	-8%&-19%	17%&32%
- O=C(O)CCCC(=O)OCc1c(-c2ccccc2)ncc2ccccc12
→ -4%	.	.	0	19%	-5%	7%	.	0%
- O=C(CSc1nn(-c2ccccc2)c(=S)s1)Nc1ncccn1
→ -1%	-8%	1%	-1	6%	4%	-5%	-6%	27%
- O=C(CCN1C(=O)C2C3C=CC(C3)C2C1=O)N1CCCCC1 (stereo unspecified)
→ 1%	0%	10%	-5	16%	-7%	-11%	-2%	103%[activator]
- Cc1cc(C)cc(N2CC(C(=O)Nc3cc(C)on3)CC2=O)c1 (stereo unspecified)
→ 16%	-1%	4%	-14	4%	-1%	-4%	-4%	16%
- Cc1onc(-c2ccccc2Cl)c1C(=O)Nc1cccc(-c2cn3cccnc3n2)c1
→ 2%	-1%	?	2	0%	-15%	-3%	-8%	-1%[58.9 µM]
- Cc1ccc([C@@H]2[C@@H]3C(=O)N(C)C(=O)[C@@H]3[C@]3(C)C(=O)N(CCO)CC(=O)N23)o1
→ -4%	1%	14%	-2	24%	-14%	-3%	1%	46%[activator]
- CCCN(CC(=O)Nc1ccccc1C)C(=O)c1cccc(-n2cnnn2)c1
→ -2%	-1%	12%	0	17%	-14%	-12%	-4%	15%
- N#C/C(=C/c1ccc(-c2ccc(C(=O)O)c(Cl)c2)o1)C(=O)NCC1CCCO1 (stereo unspecified)
→ 1%	-9%	?	-11	6%	10µM*	?	-12%	?
- O=C(c1ccc2c(=O)n3c(nc2c1)CCCCC3)N1CCN(c2ccccc2F)CC1
→ 3%	-5%	3%	-5	8%	-11%	-5%	-14%	-18%
- ClCCn1cnc2c(SCc3ccccc3)ncnc21
→ -2%	.	.	-1	.	-11%	0%	.	35%[activator]
- CCN(CC)CCOC(=O)C(c1ccccc1)C1CCCCC1 (stereo unspecified)
→ -1%&-4%	4%	.	-5	7%&-2%	-22%	-12%	-13%	2%
- Cc1cccn2c(=O)nc(SCC(=O)c3ccc(Cl)cc3)nc12
→ 3%	.	.	3	6%	-13%	5%	.	-8%
- CC(C)(C)OC(=O)N1CCC(c2c(C(=O)NCc3ccc4c(c3)OCO4)cnn2-c2ccccc2Cl)CC1
→ -4%	-10%	19%	4	.	4%	1%	-5%	1%
- CC1=NN(c2ccccc2)C(=O)/C1=C/c1ccc(Cl)cc1
→ -2%	-2%	-29%	2	-3%	-2%	2%	-21%	?
- COCCNC(=O)c1cc(-c2ccccc2)n(Cc2cc(C)no2)n1
→ 0%	.	.	-7	12%	-5%	-8%	.	-14%
- CC(C)(C)c1ccc(/C=C(\C#N)C(=O)Nc2ccccn2)cc1
→ -5%	-11%	16%	-2	-5%	-21%	4%	0%	10%
- COC(=O)c1ccccc1NC(=O)CNC(=O)c1ccco1
→ -2%	0%	2%	-7	-4%	-9%	1%	-3%	-6%
- CCc1ccc(C(=O)Nc2cccc(-c3nn[nH]n3)c2)s1
→ 16%	2%	10%	-1	56%[activator]	-15%	-8%	-3%	30%
- COc1ccc(/C=C2\SC(=S)N(CCC(=O)NC3CCCC3)C2=O)cc1OC
→ -1%	-7%	1%	-1	17%	-17%	-2%	-5%	13%
- C=CCn1c(CNC(=O)c2ccco2)nnc1SCC(=O)c1ccc(F)cc1
→ -7%	-8%	-1%	-8	23%	-15%	4%	-10%	-7%
- COc1ccc(C)cc1NC(=O)N1CCCc2ccccc21
→ 2%	-2%	-10%	1	-1%	-9%	-5%	-5%	-12%
- CC1CCc2nn(CC(=O)NCc3ccco3)cc2C1 (stereo unspecified)
→ -1%	0%	-2%	3	-6%	-9%	-20%	-3%	-17%
- CCOc1ccccc1NC(=O)COC(=O)c1cc[n+]([O-])cc1
→ -1%	-1%	-12%	-6	-1%	-10%	-7%	-4%	41%[activator]
- COc1ccccc1-n1c(SCC(=O)Nc2ccccc2F)nc2[nH]ncc2c1=O
→ -4%	-1%	24%	-1	1%	-5%	-6%	-17%	15%
- CCn1nnc2cc(C(=O)Nc3cc(C)ccc3C)ccc21
→ -3%	0%	13%	2	.	-8%	4%	3%	28%

One compound at a time, from the list above. Values in the order: Glioma ERSR ind, BLM inh, POLB inh, LDHA block, APE1 inh, Pol eta inh, POLK inh, Apoferritin bind, Pol iota inh
CC1(C)CC(=O)N(c2cc(Cl)cc(Cl)c2)C(=O)C1 is listed with -2%, -1%, -15%, -4, 36%, -3%, -3%, ?, 21%
CC1CCc2nn(CC(=O)NCc3ccco3)cc2C1 (stereo unspecified) is listed with -1%, 0%, -2%, 3, -6%, -9%, -20%, -3%, -17%
CC(C)(C)OC(=O)N1CCC(c2c(C(=O)NCc3ccc4c(c3)OCO4)cnn2-c2ccccc2Cl)CC1 is listed with -4%, -10%, 19%, 4, ., 4%, 1%, -5%, 1%

Compound activity deposited in PubChem BioAssay by National Center for Advancing Translational Sciences (NCATS).

Some of the compounds tested; rates above refer to the full screens.
